Screening data from PubChem BioAssay.
LDHA block – inhibitors of human lactate dehydrogenase A | purified LDHA, NADH/diaphorase-resazurin fluorescence; stronger effect = lower value | activity change, % (values are at about 110 or 230 µM) | hit rate 0.15% among 480,000 | AID 1347041; in the data active means activity change below about -30%; inconclusive means mostly about -25% to -30%;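 further: plate controls were DMSO wells for no effect and wells without enzyme for full effect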
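LDH5 2 nM; NADH 0.06 mM, pyruvate 0.2 mM; 200 mM Tris pH 7.4, EDTA, Tween-20; 5 min RT. Detection: diaphorase 0.133 mg/mL + resazurin 37 µM, fluorescence ex540/em590 at 0 and 20 min; normalized to enzyme-free and DMSO wells.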
BLM inh – Bloom syndrome helicase (human) inhibition | Potency, µM (titrated, usually from 56.1 µM), for the others: at the highest dose activity change, negative = inhibition, actives largely listed as inhibitors | hit rate 0.2% among 350,000 | AID 2528 | recombinant BLM DNA unwinding, fluorescence dequenching;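 further: potency means the concentration at half of the fitted maximal effect; plate controls were vehicle for no effect and no enzyme for full effect; nearly all actives have a fitted effect of over 35% in size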
Pol eta inh – inhibitors of human DNA polymerase eta; Q9Y253; recombinant Pol eta, fluorescent DNA replication assay; Potency, µM (highest dose often 114 µM), without a hit: top-dose activity change, negative = inhibition, hits mostly inhibitors; hit rate 1.2% among 390,000; AID 588591; further: potency means the concentration at half of the fitted maximal effect; on the % scale 0 is the no-effect control and ±100 the full control effect
Target sequence (Q9Y253 whole entry, looked up): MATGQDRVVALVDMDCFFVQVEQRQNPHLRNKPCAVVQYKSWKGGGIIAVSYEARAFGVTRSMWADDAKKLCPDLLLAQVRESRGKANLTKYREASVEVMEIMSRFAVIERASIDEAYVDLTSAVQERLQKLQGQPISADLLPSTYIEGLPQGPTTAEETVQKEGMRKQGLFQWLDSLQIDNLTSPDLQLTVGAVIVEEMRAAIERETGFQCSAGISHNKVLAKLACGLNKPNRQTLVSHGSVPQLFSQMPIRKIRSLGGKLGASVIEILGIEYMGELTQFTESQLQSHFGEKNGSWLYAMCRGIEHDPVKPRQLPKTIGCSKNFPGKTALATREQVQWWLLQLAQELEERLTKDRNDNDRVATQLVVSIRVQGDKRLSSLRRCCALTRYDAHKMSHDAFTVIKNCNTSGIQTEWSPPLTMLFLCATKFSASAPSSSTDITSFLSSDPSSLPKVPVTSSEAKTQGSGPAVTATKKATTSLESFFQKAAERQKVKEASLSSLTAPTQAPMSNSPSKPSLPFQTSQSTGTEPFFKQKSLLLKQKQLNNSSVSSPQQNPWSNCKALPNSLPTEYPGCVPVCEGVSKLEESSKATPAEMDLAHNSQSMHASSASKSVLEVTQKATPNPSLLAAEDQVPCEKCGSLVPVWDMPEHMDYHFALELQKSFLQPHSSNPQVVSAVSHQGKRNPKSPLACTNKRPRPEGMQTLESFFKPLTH
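Pol eta at 10 nM preincubated with compounds 15 min at room temperature; reaction started with fluorescent substrate (50 nM final) and read kinetically at 0 and 10 min.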
POLK inh – inhibitors of human DNA polymerase kappa | purified Pol kappa, fluorescent DNA synthesis assay, 10 min | Potency, µM (doses to about 107 µM), for inactives: top-dose activity, negative = inhibition, hits mostly inhibitors | hit rate 0.53% among 400,000 | AID 588579; further: potency means the concentration at half of the fitted maximal effect; on the % scale 0 is the no-effect control and ±100 the full control effect
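Fluorescent qHTS in 1536-well format: enzyme (10 nM) and compound sat 15 min at room temperature before 50 nM substrate (final) was added. Signal taken at 0 and 10 min; no-enzyme buffer wells were negative controls.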
Pol iota inh – blocks human DNA polymerase iota activity; Q9UNA4; Pol iota fluorescent replication assay, 10 min; Potency, µM (doses to about 115 µM), without a hit: at the highest dose activity, negative = inhibition, most hits filed as inhibitors; hit rate 1% among 390,000; AID 588590; further: potency means the concentration at half of the fitted maximal effect
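Pol iota at 10 nM preincubated 15 min with compounds at room temperature; reaction started with fluorescent substrate, 50 nM final. Fluorescence read kinetically at 0 and 10 min; buffer-only wells as negative control.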
Pol beta inh – DNA polymerase beta (human) inhibition; P06746; Pol beta primer extension/strand displacement, fluorescence kinetic; Potency, µM (highest dose often 114 µM), for inactives: top-dose activity change, negative = inhibition, actives largely listed as inhibitors; hit rate 1.3% among 340,000; further: potency means the concentration at half of the fitted maximal effect; on the % scale 0 is the no-effect control and ±100 the full control effect
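Preincubation: enzyme (10 nM) with compound, 15 min, RT. Reaction: substrate added to 50 nM final. Reads: 0 and 10 min. Analysis: normalized, Hill fit.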
Anesthetic bind – binds horse apoferritin like a general anesthetic; Potency, µM (series often up to 77.5 µM), without a hit: at the highest dose activity change, negative = displacement, hits mostly inhibitors; AID 485281; hit rate 0.074% among 350,000; apoferritin/1-aminoanthracene competitive binding, fluorescence; further: potency means the concentration at half of the fitted maximal effect; on the % scale 0 is the no-effect control and ±100 the full control effect; nearly all actives have a fitted effect of over 20% in size
Target sequence (P02791 2-175 limits assumed): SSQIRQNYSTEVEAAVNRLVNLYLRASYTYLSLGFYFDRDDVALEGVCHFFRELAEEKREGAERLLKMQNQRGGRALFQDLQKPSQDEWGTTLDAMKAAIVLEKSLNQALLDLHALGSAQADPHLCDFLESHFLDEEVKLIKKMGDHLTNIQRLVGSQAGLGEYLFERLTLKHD
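Probe: 1-aminoanthracene (50% saturated, PBS). Protein: horse-spleen apoferritin, 10 uM. Incubation: 10 min, room temperature. Detection: 380 nm excitation, 535 nm emission. Analysis: normalized response, four-parameter Hill.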
APE1 inh – blocks human APE1 abasic DNA cleavage; hit rate 0.35% among 350,000; Potency, µM (highest dose often 65.8 µM), without a hit: at the top dose activity change, negative = inhibition, hits mostly inhibitors; recombinant APE1, TAMRA/BHQ-2 abasic DNA cleavage fluorescence; P27695;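 further: potency means the concentration at half of the fitted maximal effect; plate controls were vehicle for no effect and reference inhibitor for full effect; nearly all actives have a fitted effect of over 55% in size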
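0.75 nM APE1 + cpd, 15 min RT; start w/ 50 nM TAMRA/BHQ-2 THF-abasic dsDNA; kinetic fluor 525/598 nm ×3 reads @60 s; Δ(read3−read1); normalized to DMSO and NSC13755 control wells.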
GRP78 ERSR act – inducers of ER stress response in human glioma cells | U87-MG GRP78 promoter luciferase reporter, 16 h | Potency, µM, for inactives: top-dose activation, hits mostly activators | hit rate 0.02% among 420,000 | AID 602332; further: potency means the concentration at half of the fitted maximal effect; series mostly up to about 76 µM; % of control where 0% means no effect; nearly all actives have a fitted effect of over 35% in size
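ERSR induction read as luciferase luminescence (Bright-Glo, 10 min at room temperature) in stably transfected human U87-MG glioma cells exposed to compounds for 16 h, using GRP78 as sensor.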
Starred values were filed as active, the others as inactive; ? = inconclusive; nt = no result given; & = joins results of further samples; [ ] = dose if it differs, or a comment. Unless noted, the call rests on the fitted dose curve; in most records, active means well fitted curve in the direction sought with a large enough effect; inconclusive means small, poorly fitted or top-dose-only effect, or another doubt; inactive means no such curve, though single readings can be large; an effect the other way counts as inactive or inconclusive.

SMILES	LDHA block	BLM inh	Pol eta inh	POLK inh	Pol iota inh	Pol beta inh	Anesthetic bind	APE1 inh	GRP78 ERSR act
CC(C)Cn1c(N)c(C(=O)COC(=O)c2cc3ccccc3cc2O)c(=O)n(C)c1=O	5.6	nt	-9.2%	-3.3%	8.1%	nt	nt	-13.3%	-2.0%
CCc1cc2cc3c(cc2nc1SCC(=O)OC(C)C)OCO3	-1.8	-4.2%	0.0%	-7.5%	18.3%	-0.7%	-1.1%	3.7%	-1.4%
CCOc1ccc2oc(-c3ccccc3)c(C(N)=O)c2c1	-3.4	-1.1%	-18.8%	-3.3%	167.9%[activator]	-22.1%	-0.3%	33.5%	-5.0%
COc1ccc(Nc2nnc(-c3ccncc3)s2)cc1Cl	0.3	-15.4%	?	2.5%	20.1%	?	2.7%	?	-9.8%
CCOc1ccc(NC(=O)CC2C(=O)N(c3ccc(OC)cc3)C(=O)N2CCc2ccc(OC)c(OC)c2)cc1 (stereo unspecified)	-0.8	-7.3%	-5.9%	-1.9%	10.3%	9.9%	-18.0%	6.1%	-2.7%
CNc1ccc(C(=O)OCC(=O)NC(=O)NC2CCCC2)cc1[N+](=O)[O-]	-11.5	nt	?	-10.6%	-3.8%	nt	nt	-5.4%	-5.5%
Nc1nc(Nc2cccc(F)c2)nc2ccccc12	-5.0	2.2%	-15.0%	-8.8%	?	-1.3%	-23.7%	-2.9%	16.0%
CCCn1c2ccccc2c2cnn(CC(=O)NCc3ccccc3Cl)c(=O)c21	-15.3	-4.6%	-2.9%	0.9%	25.8%	?	26.0%	nt	-3.9%
COc1ccccc1CNc1ncc(-c2ccc(F)cc2)n1C	-12.4	3.1%	-11.6%	4.5%	0.7%	15.9%	-5.1%	14.3%	-2.1%
O=C(c1cc(-c2ccccc2)nn1-c1ccccc1)N1CCN(S(=O)(=O)c2ccc(F)cc2)CC1	-4.8	nt	-12.4%	1.8%	31.5%[activator]	nt	nt	8.0%	-5.2%
Cc1ccc(S(=O)(=O)NC(=O)Nc2ccc(C)cn2)cc1	-3.4	-3.1%	-0.6%	-16.7%	37.9%[activator]	-1.0%	-3.5%	16.8%	-2.8%
COc1cc2cccc(OC)c(=O)c2c(O)c1OC	6.4	1.3%	-12.5%	-0.9%	53.6%[activator]	7.3%	-2.3%	-2.0%	-1.9%
Cc1ccc2nc(-c3ccc(C)c(NC(=O)COc4ccc(Cl)cc4)c3)oc2c1	0.2	nt	nt	7.1%	6.7%	nt	nt	nt	-0.1%
CCCn1ncc(C(=O)N(C)C2CCCN(Cc3ccccc3F)C2)c1C (stereo unspecified)	-12.4	-2.5%	-20.1%	-2.9%	31.0%[activator]	14.2%	-12.5%	19.2%	-0.3%
CC(=O)Nc1ccc(S(=O)(=O)NCC2CCC(C(=O)NCc3ccccc3)CC2)cc1 (stereo unspecified)	-4.0&-11.5	-3.7%&0.2%	-2.4%&-1.3%	-6.0%	20.6%&-9.8%	3.9%&25.8%	4.5%&3.4%	8.9%	-1.2%&-5.4%
CCN(CC)c1nc(-c2ccc(C(C)(C)C)cc2)nc2ccccc12	-7.1	-5.7%	-22.1%	-2.0%	5.6%	28.9%	-8.5%	nt	-3.2%
CCN1CCN(c2ccc(S(=O)(=O)N3CCCCC3)cc2NC(=O)Cc2ccc(Cl)c(Cl)c2)CC1	-7.5	nt	-11.7%	-5.9%	13.1%	nt	nt	-3.6%	-4.7%
O=C(COC(=O)c1ccc(Sc2ccccc2)c([N+](=O)[O-])c1)NC1CCS(=O)(=O)C1 (stereo unspecified)	-4.2	-1.6%	-21.9%	3.6%	13.4%	81.6%	-16.1%	-6.4%	-4.8%
Nc1c(C(=O)c2ccccc2)sc2snc(SCC(=O)c3ccccc3)c12	-13.3	-20.5%	-12.0%	-21.8%	?	27.8%	-14.9%	-3.6%	?
CCn1c(=O)c2sccc2n(CC(=O)NCCC2=CCCCC2)c1=O	-7.0	-4.2%	-5.8%	6.5%	113.9%[activator]	27.3%	-2.7%	22.3%	1.0%
CC(C)(C)C1(c2ccccc2)NC(=O)N(CC(=O)N2CCOCC2)C1=O (stereo unspecified)	0.0	1.5%	-13.9%	-11.5%	32.3%[activator]	25.2%	-7.7%	1.4%	-2.4%
Cn1c(CCCOc2ccc(Cl)cc2Cl)nnc1SCC(=O)Nc1ccc(F)c(Cl)c1	-4.1	-3.6%	-14.0%	-18.4%	13.4%	-11.9%	-4.6%	-2.0%	-4.1%
Cc1ccccc1Cn1c(=N)n(CC(O)c2ccco2)c2ccccc21 (stereo unspecified)	-1.9	-7.8%	5.9%	-1.8%	13.2%	0.2%	-11.3%	-1.1%	-6.0%
C#CCN(N(C)c1ncc(C(F)(F)F)cc1Cl)S(=O)(=O)c1ccc2ccccc2c1	-2.8	-14.7%	-18.1%	0.0%	2.6%	-18.3%	-12.4%	3.3%	-2.5%
CN(CCO)C1=NS(=O)(=O)c2cc([N+](=O)[O-])ccc21	9.4	-0.7%	-9.0%	9.7%	6.7%	19.7%	-0.7%	14.1%	-4.4%

Further entries.
SMILES	LDHA block	BLM inh	Pol eta inh	POLK inh	Pol iota inh	Pol beta inh	Anesthetic bind	APE1 inh	GRP78 ERSR act
CC(C)(C)n1ncc2c(=O)n(Cc3c(F)ccc(F)c3Cl)cnc21	nt	nt	nt	-18.2%	7.1%	nt	nt	-2.6%	-4.3%
Cc1c(Cl)cccc1NC(=O)c1cnc2sc(N3CCOCC3)nn2c1=O	-9.3	-7.4%	-19.2%	-7.1%	10.1%	22.7%	-1.9%	nt	-3.4%
COc1cc(NC(=O)CCNS(=O)(=O)c2ccc3c(c2)CCC(=O)N3)cc(OC)c1	-1.0	0.1%	-9.8%	-22.8%	-2.7%	1.5%	0.1%	-4.1%	-3.2%
COCCNS(=O)(=O)c1ccccc1	-4.9	-2.9%	-4.2%	-0.5%	-18.3%	-0.4%	0.4%	0.4%	-2.3%
O=S(=O)(NCCCSc1ccccc1)c1ccccc1F	-18.3	-1.1%	0.5%	-2.4%	31.8%[activator]	-15.0%	-20.7%	32.6%	-2.4%
COc1ccccc1N(CC(=O)NC1CC2CCC1C2)S(=O)(=O)c1ccc(C)cc1 (stereo unspecified)	-6.6	-6.3%	?	-15.7%	7.2%	37.0%	4.6%	-8.8%	-0.3%
Cc1nnc(NC(=O)CSc2nnc3ncccn23)s1	-2.8	0.2%	-0.6%	-11.1%	?	23.0%	8.2%	-3.5%[12.4 µM]	0.5%
COCCNC(=S)N1CCC(c2nc(-c3ccc(F)cc3)no2)CC1	-9.2	0.4%	-0.1%	-3.7%	23.6%	15.3%	-7.0%	-9.8%	-5.2%
Cc1cc(N2CCN(C(=O)c3ccco3)CC2)n2nc(C)c(-c3ccccc3)c2n1	-8.8	-6.0%	6.4%	-19.4%	-4.8%	2.3%	3.0%	-2.3%	2.1%
CN(Cc1ccccc1)S(=O)(=O)c1ccc(NS(=O)(=O)Cc2ccccc2)cc1	-8.4	-12.6%	-16.2%	-9.4%	-9.8%	-14.8%	-14.1%	-4.7%	0.9%
CN(C(=O)COC(=O)c1cc(=O)[nH]c2ccccc12)C1CCCCC1	-12.2	nt	-11.6%	-5.2%	2.1%	nt	nt	-4.3%	3.2%
COc1ccc(CNC(=O)CN(c2ccccc2OC)S(=O)(=O)c2ccc(C)cc2)cc1	-3.6	-2.9%	-18.1%	-0.2%[60.1 µM]	2.2%	-20.8%	35.9%[activator]	nt	-3.0%
Cc1ccc(S(=O)(=O)NC(C(=O)Oc2cc3oc(=O)cc(C)c3cc2Cl)C(C)C)cc1 (stereo unspecified)	-6.2	-4.8%	-10.6%	-6.8%	142.7%[activator]	8.8%	123.0%[activator]	-4.1%	-5.0%
O=C(NCc1cccs1)c1nc2c(nnn2Cc2ccccc2Cl)c(=O)[nH]1	2.1	-4.2%	?	-7.5%	8.5%	-2.8%	-1.9%	6.6%	-8.4%
C=CCOc1ccc(C2C(C(=O)c3ccco3)=C(O)C(=O)N2Cc2cccnc2)cc1 (stereo unspecified)	4.6	2.1%	1.6%	-7.5%	2.2%	-15.7%	4.3%	2.4%	-1.7%
[N-]=[N+]=NCC/C=C\C1NS(=O)(=O)OCC1O (stereo unspecified)	-3.9	3.3%	-14.9%	-10.9%	41.4%[activator]	14.0%	-11.2%	-10.5%	-3.4%
CCCN(CC(=O)Nc1ccccc1C)C(=O)COC(=O)c1cnc(C)cn1	-3.7	nt	-10.8%	-3.9%	45.9%[activator]	nt	nt	nt	-3.6%
CCCCCOc1ccc(C2NC(=O)NC2=O)cc1 (stereo unspecified)	-2.2	-10.4%	-7.4%	-2.7%	11.0%	0.7%	-15.0%	-9.9%	-3.3%
COc1cccc(C(=O)O[C@H]2[C@H](C)NS(=O)(=O)[C@H]3C[C@@H]4C=C[C@]23O4)c1	-10.1	nt	0.6%	-1.7%&-11.3%	?	nt	nt	2.6%	-3.6%&-3.2%
CC(C(=O)Nc1cccc([N+](=O)[O-])c1)n1nnc2ccccc21 (stereo unspecified)	-2.5	-1.1%	-6.1%	-8.8%	17.0%	39.9%	?	-0.9%	-5.0%
COCCn1c(SCC(=O)N2CCN(c3ccccc3)CC2)nc2c(c1=O)SC(C)C2 (stereo unspecified)	1.8	1.6%	-2.6%	3.7%	-6.6%	2.2%	-3.5%	-2.6%	-5.2%
CCCn1c(O)c2ccc(C(=O)N=NC(=O)c3cccnc3)cc2c1O	-6.8	0.2%	6.3%	1.1%	10.1%	-6.3%	-12.4%	-0.9%	-0.2%

Copied from the list:
Reading for `CN(Cc1ccccc1)S(=O)(=O)c1ccc(NS(=O)(=O)Cc2ccccc2)cc1` under APE1 inh: -4.7%
Reading for `COc1ccc(CNC(=O)CN(c2ccccc2OC)S(=O)(=O)c2ccc(C)cc2)cc1` under Pol beta inh: -20.8%

Just Pol eta inh, for some of the entries so far:
| SMILES | Pol eta inh |
| --- | --- |
| CCCn1c(O)c2ccc(C(=O)N=NC(=O)c3cccnc3)cc2c1O | 6.3% |
| CN(C(=O)COC(=O)c1cc(=O)[nH]c2ccccc12)C1CCCCC1 | -11.6% |

Only part of the results is shown, so the mix of outcomes need not match the whole.
